S3 lipid droplet = qHTS Assay for Lipid Storage Modulators in Drosophila S3 Cells | hit rate 0.64% among 320,000 | Potency in µM for hits, for the others lipid storage change, negative = inhibition, % at the top dose, mostly 46.1 µM | Drosophila S3 cells, BODIPY lipid droplet fluorescence, 18-24 h; cells fed with added oleic acid; active means well fitted inhibition curve with a large enough effect in the signal ratio, with a control signal flat, not every such curve was filed as active; inconclusive means small, poorly fitted or top-dose-only effect, or effect the other way, or a change in a side signal; the % refers to the signal ratio
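Drosophila S3 cells loaded with oleic acid (400 uM, as added) and compounds at several concentrations; lipid droplets imaged by 488-nm laser-scanning cytometry, 500–530 nm intensity and object ratio to cell channel. Percent activity normalized to 20 uM Triacsin C.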
S3 lipid droplet cell count max = recorded beside S3 lipid droplet, whose call it bears; cell number change, %; measured here: cell count max response;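 cells counted by Cell Tracker Red CMTPX staining in the red channel; peak over a dose series mostly up to 46.1 µM; percent activity relative to internal control wells on each plate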
Active calls of the source: *; i = inactive; ? = inconclusive; / = no result given. On the % scale 0 is the no-effect control and ±100 the full control effect; potency means the concentration at half of the fitted maximal effect.

SMILES | S3 lipid droplet | S3 lipid droplet cell count max
COP(=O)(OC)c1nc(-c2ccccc2)oc1N1CCOCC1 | 14% | -4
CC1=C(C(=O)OCC2CCCO2)C(c2ccsc2)C2=C(CCCC2=O)N1 (configuration not stated) | 7% | 16
CCc1nc(Cl)c(C#N)c2c1CCCC2 | 0% | -15
O=C(O)c1ccc(Cl)c(S(=O)(=O)Nc2ccc3cn[nH]c3c2)c1 | ? | /
Cc1cc(C)c2c(CC(=O)Nc3nccs3)coc2c1 | ? | /
Nc1cc(N)nc(SCCOc2ccccc2F)n1 | -29% | /
CN(C)S(=O)(=O)c1cccc(-c2nn(-c3ccccc3)cc2/C=C2\SC(=S)NC2=O)c1 | ? | /
CC1CN(c2ccc(Cl)cc2[N+](=O)[O-])CCN1S(C)(=O)=O (configuration not stated) | 0% | 13
Cc1oc(-c2cccs2)nc1CN1CCC(CO)(CCOc2ccccc2)CC1 | -5% | 0
CC(C)(C)[C@@H]1C=C(C(=O)NC2CC2)O[C@H](OCc2ccc(CO)cc2)C1 | -7% | 9
CN(C)S(=O)(=O)c1ccc(S(=O)(=O)N2CCCC(C(=O)NC3CCCC3)C2)cc1 (configuration not stated) | ? | /
OC(CN1C2=NCCN2c2ccccc21)c1ccc2c(c1)OCO2 (configuration not stated) | 9% | -20
CCSC1=N/C(=C\c2ccc(C(=O)O)cc2)C(=O)S1 | ? | /
O=C(O)c1ccc2c(c1)C(=O)N([C@H](Cc1c[nH]c3ccccc13)C(=O)O)C2=O | 1% | 10
CCc1nc2ccccc2c(NC(=O)CN2CCC(C)CC2)c1C | 12% | 5
Cc1nn(C)c(C)c1CNC(=O)Nc1ccc2c(c1)OCO2 | ? | /
O=C(NCCCn1ccnc1)c1ccc(C(F)(F)F)cc1 | ? | /
Cc1cc(CN(C)C(=O)C2CCC(=O)N(CCc3cccc(F)c3)C2)on1 (configuration not stated) | 10% | -14
C1CNC(C23CC4CC(CC(C4)C2)C3)=N1 | 1% | /
Nc1nnc(-c2ccc(Cl)cc2)s1 | ? | /
O=S(=O)(Nc1nc2ccccc2nc1-[n+]1cccc(N=C([O-])c2ccc(Cl)cc2)c1)c1ccccc1 | -15% | 3
CC1(C)Cc2c(sc(N)c2C#N)C(C)(C)N1 | 28% | 18
O=C(O)c1cc([N+](=O)[O-])c(N2CCCC2)c([N+](=O)[O-])c1 | 4% | /
Cc1ccc(NC(=O)CN2CCN(C(=O)c3ccco3)CC2)cc1 | ? | /
CCc1nnc(N/N=C/c2ccccc2Cl)n1N | -5% | -15

The list goes on; it opens with the four that closed the last part.
SMILES | S3 lipid droplet | S3 lipid droplet cell count max
CC1(C)Cc2c(sc(N)c2C#N)C(C)(C)N1 | 28% | 18
O=C(O)c1cc([N+](=O)[O-])c(N2CCCC2)c([N+](=O)[O-])c1 | 4% | /
Cc1ccc(NC(=O)CN2CCN(C(=O)c3ccco3)CC2)cc1 | ? | /
CCc1nnc(N/N=C/c2ccccc2Cl)n1N | -5% | -15
Cc1nonc1NC(=O)CSc1nnc(N)s1 | ? | /
COc1ccc(-n2cc(-c3ccc(C)cc3)[n+]3c2SCC3)cc1 | -10% | /
CC(=O)c1ccc(S(=O)(=O)N2CCC(c3nc4ccccc4[nH]3)CC2)cc1 | ? | /
Cc1nc(-c2ccc(Cl)cc2)sc1C(=O)CBr | ? | /
COc1ccc(NC(=O)C2CCCO2)cc1 (configuration not stated) | 5% | 19
CC1CCN(CC(O)CN2c3ccccc3Sc3ccccc32)CC1 (configuration not stated) | ? | /
CCc1noc(C)c1C(=O)N(C)CC(=O)Nc1ccc(Cl)c(Cl)c1 | ? | /
CN(CCOc1ccccc1)C(=O)C1CCC(=O)N(CCCN2CCOCC2)C1 (configuration not stated) | 11% | 6
COc1ccc(-c2ccc(S(=O)(=O)n3nc(OC(=O)c4cccs4)cc3N)cc2)cc1 | -10% | 4
Cc1ccc(S(=O)(=O)N(C)c2ccc(OC(=O)c3ccc(=O)[nH]c3)cc2)cc1 | ? | /
Cc1ccc(-n2nc(C)c3c(C(=O)OCC(=O)N(C)C4CCS(=O)(=O)C4)cc(-c4ccccc4)nc32)cc1 (configuration not stated) | 19% | 2
O=C(Nc1ccccc1Oc1cccnc1)C1CCCN(Cc2ccc(F)cc2)C1 (configuration not stated) | ? | /
Cc1csc(NC(=O)c2ccc(Cn3nc(C)c(Br)c3C)o2)n1 | 7.3µM* | -7.9*
CCOc1ccc(OCCC(=O)N(CC)CC(=O)Nc2c(F)cccc2F)cc1 | -5% | -9
COc1cc2[nH]c(=S)n(C3CCN(Cc4ccccc4)CC3)c(=O)c2cc1OC | 6% | 19
COc1ccc(C(=O)Oc2ccc(Br)cc2C(=S)N2CCOCC2)cc1 | i | 4
CCCCNc1c(-c2ccc(-c3cccc(Cl)c3)cc2)nc2ccccn12 | 23µM* | 5.1*
Cn1c(CN2CCCC2)nc2cc(NC(=O)c3ccco3)ccc21 | ? | /
CCO[C@@H]1OC(C(=O)Nc2ccccc2)=C[C@H](c2csc3ccccc23)[C@H]1CCCO | -17% | -2
S=c1nc(-c2cc(Cl)ccc2Cl)[nH][nH]1 | ? | /
Cc1ccc(S(=O)(=O)N(C)CC(=O)Nc2cccc(C)n2)cc1 | -1% | -3
O=C(Nc1cc(C(F)(F)F)ccc1N1CCOCC1)c1ccc(Br)o1 | ? | /
Cc1cccc(N2CCN(C(=O)/C=C/c3ccco3)CC2)c1C | 17% | -8
COc1ccc(S(=O)(=O)c2ccc(OC)cc2)cc1 | ? | /
COc1ccccc1C(=O)N(C)c1nnc(-c2ccccc2)s1 | ? | /

Following part
SMILES | S3 lipid droplet | S3 lipid droplet cell count max
CC(Oc1ccccc1)C(=O)N=C1SC2CS(=O)(=O)CC2N1c1ccccc1 (configuration not stated) | ? | /
CC(NS(=O)(=O)c1ccccc1Cl)C1CC2CCC1C2 (configuration not stated) | ? | /
COc1cccc(C(C(=O)NC(C)(C)C)N(C(=O)CCC(=O)Nc2cc(C)on2)C2CC2)c1OC (configuration not stated) | ? | /
NC(N)=NC(N)=NCCc1ccccc1 | -3% | /
CC(C)(C)OC(=O)N[C@H](C(=O)OC(C)(C)C)c1ccc2ccccc2c1 | ? | /
Cn1c(SCC(=O)Nc2ccccc2)nc(O)cc1=O | -14% | -11
Cc1nc2scc(-c3ccco3)c2c(=O)n1/N=C/N(C)C | i | 7
Cc1noc(/C=C/c2ccco2)c1S(=O)(=O)N1CCC(C(=O)N2c3ccccc3CC2C)CC1 (configuration not stated) | 8% | -6
CCN(C(=O)COC(=O)/C=C/c1cccc(Br)c1)C1CCS(=O)(=O)C1 (configuration not stated) | ? | /
Cc1ccc2nc(-c3ccsc3)c(NC3CCCC3)n2c1 | 9% | 0
Cc1cccc(N2CN=c3s/c(=C\c4ccccn4)c(=O)n3C2)c1 | 7% | 6
O=S1(=O)N=C(Nc2ccc(S(=O)(=O)N3CCCCC3)cc2)c2ccccc21 | ? | /
O=C(c1ccc(OCC2CCCO2)cc1)N1CCN(S(=O)(=O)c2cccc(F)c2)CC1 (configuration not stated) | ? | /
CCN1CCN(C(=O)c2sc3nc(C)nc(N4CCC(C)CC4)c3c2C)CC1 | ? | /
O=c1oc2ccccc2c(NC2CCCCC2)c1NS(=O)(=O)c1ccc(F)cc1 | ? | /
CCCN(C(=O)c1ccco1)c1nnc(-c2ccncc2)s1 | -13% | -3
C/C(=N\NC(=S)Nc1c(C)cccc1C)c1cc2ccccc2o1 | ? | /
CC(C)C(C(=O)NC1CCCC1)N(CC1CCCO1)C(=O)CNS(=O)(=O)c1ccc(F)cc1 (configuration not stated) | ? | /
COc1ccc(NC(=O)CCN2C(=O)c3ccccc3C2=O)c(OC)c1 | ? | /
COc1cccc(C2C3=C(CC(C)(C)CC3=O)Nc3cc4c(cc32)OCO4)c1 (configuration not stated) | -9% | 2
Cc1ccc(S(=O)(=O)N2CCOCC2)cc1-c1n[nH]c(=S)n1-c1ccccc1 | ? | /
O=C(COC(=O)c1cc(-c2ccncc2)nc2ccccc12)Nc1ccc2c(c1)OCO2 | ? | /
CN1C(=O)C2(OCC(C)([N+](=O)[O-])CO2)c2ccccc21 (configuration not stated) | i | 18
Nc1ccc2nc(-c3ccc(-c4nc5ccc(N)cc5[nH]4)cc3)[nH]c2c1 | 7% | -21
COc1ccc(-c2ccc(CCC(=O)O)n2CC2CCCO2)cc1 (configuration not stated) | -1% | -2

Profiles, looked up by structure:
Shown for `Nc1ccc2nc(-c3ccc(-c4nc5ccc(N)cc5[nH]4)cc3)[nH]c2c1` = S3 lipid droplet = 7%; S3 lipid droplet cell count max = -21
Shown for `CCN(C(=O)COC(=O)/C=C/c1cccc(Br)c1)C1CCS(=O)(=O)C1` (configuration not stated) = S3 lipid droplet = ?; S3 lipid droplet cell count max = /

Carrying on:
SMILES | S3 lipid droplet | S3 lipid droplet cell count max
Cc1cc(C)c(C#N)c(SCC(=O)N2CCCCC2)n1 | ? | /
O=C(COC(=O)CCc1nc2ccccc2c(=O)[nH]1)NC1CCS(=O)(=O)C1 (configuration not stated) | ? | /
CCOc1cc(/C=N/NC(=O)c2ccc(CN3CCOCC3)cc2)ccc1OCc1ccccc1 | ? | /
N#C/C(=C\c1ccc[nH]1)C(=O)c1ccccc1 | -4% | 12
COCCCN1C(=O)C(=O)/C(=C(/O)c2ccc(OC)cc2)C1c1cccc(OC)c1 (configuration not stated) | ? | /
CCC(C)(C)n1nnnc1C(c1ccc(C)cc1)N(Cc1ccco1)Cc1cccs1 (configuration not stated) | ? | /
C=C(C)c1cccc(C(C)(C)NC(=O)N2CCOCC2)c1 | ? | /
O=C(NCCN1CCCC1)c1ccc2c(c1)N(Cc1ccc(F)cc1)C(=O)c1ccccc1S2=O (configuration not stated) | 21% | 3
Cc1ccc(NC(=O)COC(=O)C2CC(=O)N(Cc3ccccc3)C2)cc1F (configuration not stated) | ? | /
COc1ccc2nc(NC(=O)C3CCCN(S(=O)(=O)c4cccc5nonc45)C3)sc2c1 (configuration not stated) | -21% | -16
O=C(c1ccc2c(c1)OCCO2)C1CCN(S(=O)(=O)c2ccc(F)cc2)CC1 | ? | /
Nc1cccc2c(=O)c3ccccc3[nH]c12 | ? | /
Cc1ccc(C(=O)NC(=S)NCc2cccnc2)cc1C | 9% | 17
OC1(c2ccc3ccccc3c2)CCN(Cc2ccccc2)C1 (configuration not stated) | ? | /
O=C(CSCc1cccc(Br)c1)N/N=C/c1ccc2c(c1)OCO2 | -11% | -8
Cc1cc(N/C(=N/S(=O)(=O)c2ccc(F)cc2)c2ccccc2)n(-c2ccccc2)n1 | 77% | 20
COc1cc(OC)cc(-c2nnc(Sc3ccc(C=O)cc3[N+](=O)[O-])o2)c1 | -8% | 7
O=C(COC(=O)c1ccccc1C(=O)OCC(=O)NCCc1c[nH]c2ccccc12)NCCc1c[nH]c2ccccc12 | ? | /
CCOc1ccc(C(NC(=O)/C=C/c2ccco2)c2ccc(OC)c(OC)c2)cc1 (configuration not stated) | 1% | -8
COc1ccc(C)cc1S(=O)(=O)Nc1cccnc1 | ? | /
COCCCNC(CC(=O)Nc1ccc(OC)cc1OC)C(=O)O (configuration not stated) | ? | /
CC(C)CC(OC(=O)CC1Sc2ccccc2NC1=O)C(=O)NC1CCCC1 (configuration not stated) | -2% | 6
Cc1nn(-c2ccccc2)c(C)c1S(=O)(=O)O | 28% | -2
Cc1ccc(NC(=O)C2CCN(S(=O)(=O)c3cccs3)CC2)cc1C | ? | /
CC1CCCC(NC(=O)c2cc(S(=O)(=O)N3CCOCC3)ccc2F)C1C (configuration not stated) | -11% | -23

Next part.
SMILES | S3 lipid droplet | S3 lipid droplet cell count max
Cc1cccc(NC(=O)CN2C(=O)COc3ccc(Cl)cc32)c1C | ? | /
Cc1ccc(OC(F)F)c(NC(=O)Nc2ccc3c(c2)OCO3)c1 | ? | /
O=c1cc(N2CCN(c3ccccc3)CC2)[nH]c(=O)n1C1CCCCC1 | ? | /
COC(=O)c1ccc(C(=O)OC)c(NS(C)(=O)=O)c1 | ? | /
Nc1nc(NCc2ccco2)nc(Nc2ccccc2)c1[N+](=O)[O-] | ? | /
O=C(N/C(=C/c1ccco1)C(=O)N1CCOCC1)c1ccccc1Br | i | -9
COc1cccc(/C=N/NC(=O)c2nc(-c3ccccc3)cc(-c3ccccc3)n2)c1 | 21µM* | -10*
COc1ccc(NC(C)=O)cc1C | ? | /

Individual results from the results shown:
O=C(CSCc1cccc(Br)c1)N/N=C/c1ccc2c(c1)OCO2 in S3 lipid droplet cell count max: -8
CCCN(C(=O)c1ccco1)c1nnc(-c2ccncc2)s1 in S3 lipid droplet: -13%

Sorted by length of the SMILES (low to high): some entries from above
SMILES | S3 lipid droplet | S3 lipid droplet cell count max
COC(=O)c1ccc(C(=O)OC)c(NS(C)(=O)=O)c1 | ? | /
Cc1cccc(NC(=O)CN2C(=O)COc3ccc(Cl)cc32)c1C | ? | /
Nc1nc(NCc2ccco2)nc(Nc2ccccc2)c1[N+](=O)[O-] | ? | /
O=c1cc(N2CCN(c3ccccc3)CC2)[nH]c(=O)n1C1CCCCC1 | ? | /
COc1cccc(/C=N/NC(=O)c2nc(-c3ccccc3)cc(-c3ccccc3)n2)c1 | 21µM* | -10*

These rows are one share of the data. The share of hits here may be higher or lower than overall.
